Compound activity (PubChem)
Yeast superoxide: caloric restriction mimetics inhibiting age-related superoxide in yeast; S. cerevisiae aged cells, superoxide DHE fluorescence; active compounds read low; superoxide response (% of plate mean), % at 10 µM; 0.18% of 330,000 active;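 active = superoxide response under a set limit, about three screen SD below normal, cut at about 65% in these data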;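 note: yeast aged for seven days with compound at 30 °C before DHE staining; 100% = average MFI of all compound-treated wells on the plate with controls excluded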
GRK2 inh: blocks RNA aptamer binding to human GRK2; 0.59% of 330,000 active; P25098; bead flow cytometry, FAM-aptamer displacement from GRK2; AID 488847; inhibition of aptamer binding, % at 10 µM;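 active = inhibition of aptamer binding above 40%, roughly 3 SD of noise, on plates passing a quality check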;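 note: median bead fluorescence of bound FAM aptamer so fluorescent compounds give negative values; no value below 0 was filed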
Target sequence (P25098 whole entry, looked up): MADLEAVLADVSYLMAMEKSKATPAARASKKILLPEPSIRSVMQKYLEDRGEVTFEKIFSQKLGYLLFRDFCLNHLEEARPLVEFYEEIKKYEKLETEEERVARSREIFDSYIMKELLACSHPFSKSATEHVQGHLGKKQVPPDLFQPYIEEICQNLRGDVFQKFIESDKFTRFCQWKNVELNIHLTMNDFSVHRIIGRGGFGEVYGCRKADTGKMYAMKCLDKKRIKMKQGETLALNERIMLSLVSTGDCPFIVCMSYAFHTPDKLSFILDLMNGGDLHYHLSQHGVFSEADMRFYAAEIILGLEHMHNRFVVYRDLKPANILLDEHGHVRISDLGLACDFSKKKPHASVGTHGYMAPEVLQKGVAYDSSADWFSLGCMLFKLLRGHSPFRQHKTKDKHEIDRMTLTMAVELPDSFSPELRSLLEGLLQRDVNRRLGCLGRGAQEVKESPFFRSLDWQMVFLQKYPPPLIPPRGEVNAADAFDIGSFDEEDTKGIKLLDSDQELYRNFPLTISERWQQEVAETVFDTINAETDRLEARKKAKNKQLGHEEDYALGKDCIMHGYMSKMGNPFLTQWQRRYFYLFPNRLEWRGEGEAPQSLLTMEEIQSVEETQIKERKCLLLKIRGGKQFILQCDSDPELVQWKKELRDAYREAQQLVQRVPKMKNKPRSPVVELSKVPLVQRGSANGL
CIT2 TOR yeast: yeast TOR pathway CIT2-GFP modulation | S. cerevisiae CIT2-GFP strain, flow cytometry, 3 h; 100 means same as DMSO wells | GFP response vs DMSO, % at 10 µM | 0.065% of 320,000 active | AID 2029;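 active = GFP response relative to DMSO above a set limit, near the screen mean plus 3 SD, cut at about 150% in these data; inconclusive = Fewer than 70 cells measured for a yeast strain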;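 note: ratio of well median GFP fluorescence to mean of DMSO wells on the plate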
AGP1 TOR yeast: yeast TOR pathway AGP1-GFP modulation; S. cerevisiae AGP1-GFP multiplex flow cytometry, 3 h; GFP as percent of DMSO wells; GFP response vs DMSO, % at 10 µM; AID 2066; 0.02% of 320,000 active;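 active = GFP response relative to DMSO above a set limit, near screen average plus 3 SD, cut at about 150% in these data; inconclusive = fewer than 70 cells counted for the yeast strain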;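 note: median GFP channel fluorescence of the gated AGP1 strain per well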
RPL19A TOR yeast: alters RPL19A-GFP fluorescence in TOR pathway yeast screen; AID 2025; S. cerevisiae RPL19A-GFP strain, flow cytometry, 3 h; active compounds read low; percent response vs DMSO, % at 10 µM; 0.3% of 330,000 active;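 active = percent response vs DMSO below 50%; inconclusive = fewer than 70 events counted for the yeast strain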;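 note: median channel GFP fluorescence of the barcoded RPL19A-GFP strain; ratio of sample median GFP to plate DMSO average so 100% = DMSO; lower means less RPL19A-GFP as with rapamycin TOR inhibition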
MEP2 TOR yeast: alters MEP2-GFP fluorescence in TOR pathway yeast screen. 0.51% of 330,000 active. AID 2016. GFP response vs DMSO, % at 10 µM. S. cerevisiae MEP2-GFP strain, flow cytometry GFP, 3 h; 100% = DMSO control level;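 active = GFP response versus DMSO above a set limit, roughly screen mean plus 3 SD, cut at about 180% in these data; inconclusive = fewer than 70 cells counted for a yeast strain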;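 note: median GFP fluorescence of the barcode-gated MEP2-GFP cells per well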
LAP4 TOR yeast: yeast TOR pathway LAP4-GFP modulation | GFP response vs DMSO, % at 10 µM | AID 2023 | 0.34% of 320,000 active | S. cerevisiae LAP4-GFP multiplex, flow cytometry GFP, 3 h; median GFP as percent of DMSO wells;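 active = GFP response vs DMSO above a set limit, about the screen mean plus 3 SD, cut at about 150% in these data; inconclusive = under 70 cell events counted for the yeast strain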
VLA-4 inh: inhibition in a human VLA-4 binding assay; 0.2% of 330,000 active; P13612; inhibition, % (about 7 µM as worked out from the volumes in the protocol); AID 2557; VLA-4 expressing cells, ligand binding flow cytometry; in the data active = inhibition above about 50%
Active calls of the source: *; ? = inconclusive; . = not tested or not shown; [ ] = dose if it differs, or a comment.

cpd	molecule	GRK2 inh	RPL19A TOR yeast	LAP4 TOR yeast	CIT2 TOR yeast
1	O=S(=O)(c1ccccc1Cl)N1CCC(O)(c2cccnc2)CC1	8	95	98	97
2	O=C(CCc1ccccc1)Nc1nn[nH]n1	2	101	98	96
3	CCOC(=O)N1CCN(C(=O)CS(=O)(=O)c2cn(Cc3cccc(F)c3)c3ccccc23)CC1	2	95	93	89
4	O=C(Nc1ccccc1C(=O)O)c1cccc(C(=O)Nc2ccccc2C(=O)O)c1	0	104	92	102
5	COc1ccc(/C=N/N2CCOCC2)cc1O	0	104	90	100
6	NCCCC[C@H]1CN=C(N)N1CCC12CC3CC(CC(C3)C1)C2	0	91	125	87
7	COCc1cc(=O)n2c(-c3ccccc3OC)n[nH]c2n1	4	98	99	97
8	Cn1c(=O)[nH]c2nc[nH]c2c1=O	7	97	92	92
9	COc1cc(/C=N/n2cnc3c(sc4nc(C)cc(C)c43)c2=O)ccc1O	1	104	89	105
10	Cn1cc(Cl)nc1C(O)c1ccccc1 (stereo not drawn)	0	104	100	94
11	CN(C)c1oc(-c2ccccc2F)nc1C#N	0	97	93	104
12	Cc1c(NC(=O)C(=O)/C=C(/O)c2ccccc2)c(=O)n(-c2ccccc2)n1C	11	101	96	101

cpd	AGP1 TOR yeast	Yeast superoxide	VLA-4 inh	MEP2 TOR yeast
1	99	99	-10	98
2	100	102	0	96
3	96	102	8	95
4	100	98	6	101
5	98	95	23	95
6	86	102	49	92
7	97	106	0	102
8	93	101	-5	88
9	103	98	6	107
10	106	95	9	101
11	101	107	-15	104
12	98	89	2	101

The list goes on:
cpd	molecule	GRK2 inh	RPL19A TOR yeast	LAP4 TOR yeast	CIT2 TOR yeast
13	O=S(=O)(NCCC1=CCCCC1)c1ccccc1Cl	3	100	114	81
14	COc1ccccc1C(=O)NC(=O)COC(=O)Cn1cnc2c1c(=O)n(C)c(=O)n2C	0	94	100	103
15	COc1ccc(C(=O)N/C(=C\c2ccco2)C(=O)NC2CCS(=O)(=O)C2)cc1 (stereo not drawn)	0	103	102	91
16	CC(C)N=C(NS(=O)(=O)c1ccccc1)C(Cl)(Cl)Cl	1	101	100	87
17	CC(C)CNC(=O)c1cccc(C(=O)NCC(C)C)c1	4	102	104	102
18	O=C(COC(=O)[C@@H]1CCCN1C(=O)c1cccs1)Nc1ccc(F)cc1[N+](=O)[O-]	1	94	99	97
19	C=CC(=O)NN(C)c1ncc(C(F)(F)F)cc1Cl	0	97	80	97
20	COCCOc1nc2c(c(=O)n(C)c(=O)n2C)n1Cc1cccc(OC)c1	1	99	106	88
21	Cc1ccc2c(c1)cc(CN(Cc1cccnc1)C(=O)c1ccccc1)c1nnnn12	0	98	114	92
22	CC(=O)c1c(C)[nH]c(C(=O)OCc2ccc(F)cc2Cl)c1C	1	93	85	90
23	CCn1cc(C(=O)Nc2cccc(C(=O)OC)c2)c(=O)c2ccc(C)nc21	0	100	99	101
24	COc1ccc(CNC(=O)C2CC(C)=C(C)CC2C(=O)O)cc1 (stereo not drawn)	0	93	97	93

cpd	AGP1 TOR yeast	Yeast superoxide	VLA-4 inh	MEP2 TOR yeast
13	100	87	-3	103
14	109	105	11	99
15	104	113	5	107
16	96	100	-7	98
17	103	83	-4	97
18	100	110	15	97
19	103	96	6	105
20	102	104	0	97
21	100	124	-5	90
22	82	82	15	90
23	96	90	-2	104
24	102	112	3	93

(listing goes on)
cpd	molecule	GRK2 inh	RPL19A TOR yeast	LAP4 TOR yeast	CIT2 TOR yeast
25	COc1ccc(C(C)=O)cc1CSc1nnnn1-c1ccc(O)cc1	2	97	96	103
26	Cc1nc2cc(Cl)ccc2n1-c1ccccc1	0	88	.	84
27	CCc1ccc(C(C)(O)C(CN2CCOCC2)c2ccccc2)cc1 (stereo not drawn)	2	105	95	100
28	CC(=O)N1CCCc2cc(S(=O)(=O)N3CCCC(C(=O)Nc4cccc(F)c4)C3)ccc21 (stereo not drawn)	0	95	91	101
29	CCOC(=O)c1ccccc1NC(=O)COC(=O)C1CC(=O)N(c2ccc3c(c2)OCCO3)C1 (stereo not drawn)	0	102	115	97
30	CN(CC(=O)Nc1cccc(F)c1)C(=O)CCNC(=O)c1ccco1	2	107	116	117
31	CCCc1c(C(=O)Nc2ccc(F)cc2F)cnn1-c1ccccc1	2	93	110	95
32	Cc1ccc(S(=O)(=O)CCC(=O)Nc2ccc3nc(C)sc3c2)cc1	5	106	93	107
33	COc1ccc(CN(C(=O)c2ccccc2Br)C2CCS(=O)(=O)C2)cc1 (stereo not drawn)	5	105	98	102
34	O=C(CCCc1ccccc1)Nc1cccnc1Cl	2	87	91	.
35	COc1cccc(NC(=O)CN(c2ccc([N+](=O)[O-])cc2)S(=O)(=O)c2ccccc2)c1	1	92	95	86
36	O=C(O)c1ccc2c(c1)-c1cc(C(=O)O)ccc1S2(=O)=O	8	104	102	107

cpd	AGP1 TOR yeast	Yeast superoxide	VLA-4 inh	MEP2 TOR yeast
25	91	94	7	103
26	87	94	4	94
27	97	93	2	109
28	95	99	-8	101
29	113	94	2	103
30	119	100	1	108
31	101	92	5	97
32	102	99	1	109
33	106	103	-6	94
34	95	102	-5	108
35	92	100	2	89
36	102	70	0	106

Remaining list, next part
cpd	molecule	GRK2 inh	RPL19A TOR yeast	LAP4 TOR yeast	CIT2 TOR yeast
37	CC1(C)Cc2c(sc3nc(NCCN4CCOCC4)n4ncnc4c23)CO1	5	97	95	102
38	Cn1nc(N)c2c(-c3ccccc3)c(C#N)c(N)nc21	0	107	98	108
39	CCOc1ccc(-c2csc3nc[nH]c(=O)c23)cc1	0	103	98	95
40	COc1ccc(C2C(C(=O)O)c3ccccc3C(=O)N2C)cc1Br (stereo not drawn)	3	89	88	90
41	COc1ccc(C(=O)NNC(=O)CCC(=O)Nc2cc(C)on2)cc1	0	101	89	99
42	CCN1CCN(C(=O)c2oc(=O)c3ccccc3c2-c2ccc(C)cc2)CC1	0	105	104	102
43	C=CC[C@@H](CC(=O)OC(C)(C)C)C(=O)OC[C@@H]1CCCN1C(=O)[C@@H](CC=C)CC(=O)N[C@@H](CO)Cc1ccccc1	0	107	110	112
44	O=C(O)CCNS(=O)(=O)c1cccc(Br)c1	4	102	99	110
45	CC(C)CN1C(=O)C(=O)N(CC(=O)Nc2cc(Cl)ccc2Oc2ccccc2)C1=O	1	98	103	91
46	Cc1nc2ccccc2nc(C)c1=NOCc1cccc(Cl)c1	0	96	106	93
47	Cc1cc(C(=O)CS(=O)(=O)c2ccccc2)cc(C)c1O	1	106	97	107
48	O=C(CSc1cccc[n+]1[O-])Nc1cc(S(=O)(=O)N2CCOCC2)ccc1Cl	1	103	102	104

cpd	AGP1 TOR yeast	Yeast superoxide	VLA-4 inh	MEP2 TOR yeast
37	103	90	0	100
38	101	122	5	108
39	98	95	-1	99
40	.	96	-1	84
41	98	100	9	94
42	109	98	10	112
43	111	88	8	101
44	102	73	10	103
45	101	99	1	102
46	97	98	31	96
47	104	97	13	108
48	103	98	-19	103

Other structures follow:
cpd	molecule	GRK2 inh	RPL19A TOR yeast	LAP4 TOR yeast	CIT2 TOR yeast
49	Cn1cccc1/C=N/NC(=O)c1ccn[nH]1	5	99[may fluoresce violet]	88[may fluoresce violet]	?
50	CC1CCN(Cc2c(C(=O)N3CCc4ccccc4C3)nc3ccc(Cl)cn23)CC1	0	108	82	104
51	CCOc1ccc(S(=O)(=O)N2CCN(c3ccccc3F)CC2)c2cccnc12	5	99	100	85
52	COc1ccc(-c2cc3c(=O)n(CC(=O)Nc4ccc(Cl)cc4)nc(C)n3n2)cc1	0	109	106	117
53	O=C(Nc1ccc(Nc2ccccc2)cc1)c1cccc(F)c1	0	105	105	101
54	CC(=O)c1ccc(OC(=O)c2cccs2)cc1	0	99	119	96
55	CC(C)(C)c1ccc(-c2nnc3sc(-c4ccccn4)nn23)cc1	2	99	104	94
56	COc1ccc(-c2noc(-c3ccc(Br)o3)n2)cc1	0	97	106	91

cpd	AGP1 TOR yeast	Yeast superoxide	VLA-4 inh	MEP2 TOR yeast
49	61[may fluoresce violet]	95	-3	95[may fluoresce violet]
50	96	99	-18	108
51	94	95	.	95
52	99	106	17	112
53	94	103	19	117
54	102	93	-5	106
55	98	118	8	113
56	100	95	-2	100
